Bioassay records deposited in PubChem by several laboratories.
ROMK mod: modulators of human ROMK potassium channel; P48048; Tet-inducible ROMK, thallium flux fluorescence; actives lie on both sides; B-score at 10 µM; actives 2% (n = 130,000); AID 1918;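 active = signal ratio slope over the read window, or its plate-corrected B-score, at least 3 SD from the plate mean, either direction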;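 note: B-score of the F/F0 ratio slope over 7 to 12 s after thallium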
Target sequence (P48048 whole entry, looked up): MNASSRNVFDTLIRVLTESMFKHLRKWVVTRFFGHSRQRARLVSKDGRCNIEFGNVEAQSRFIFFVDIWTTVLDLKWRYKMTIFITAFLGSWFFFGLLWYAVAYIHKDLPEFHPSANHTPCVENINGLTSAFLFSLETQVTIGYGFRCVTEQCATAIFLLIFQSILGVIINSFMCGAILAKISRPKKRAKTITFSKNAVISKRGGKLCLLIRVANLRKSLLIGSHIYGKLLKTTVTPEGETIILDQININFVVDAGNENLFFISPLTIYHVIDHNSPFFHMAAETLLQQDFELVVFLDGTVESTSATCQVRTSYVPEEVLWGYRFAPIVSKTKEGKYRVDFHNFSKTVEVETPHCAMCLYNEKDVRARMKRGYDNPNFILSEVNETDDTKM
PPARg SRC2 recr: promotes SRC-2 coactivator recruitment by human PPARgamma; P37231; PPARgamma LBD-SRC-2 recruitment, biochemical; activation, % at 8 µM; actives 0.34% (n = 200,000); AID 1032; in the data active = activation above about 22%;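 note: 0% = vehicle and 100% = reference agonist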
PPARg SRC-1 ag: PPARgamma-driven SRC-1 recruitment agonism | P37231 | PPARgamma-SRC-1 coactivator recruitment biochemical assay | activation, % at 8 µM | actives 0.41% (n = 200,000) | AID 631; in the data active = activation above about 19%;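 note: 0% = DMSO and 100% = reference agonist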
HMGR II inh: inhibitors of class II HMG-CoA reductase from Enterococcus faecalis; AID 1066; inhibition, % at 10 µM; actives 0.41% (n = 190,000); purified E. faecalis HMGR, NADPH absorbance 340 nm kinetic;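 active = inhibition above a set limit, the median over all tested compounds plus 3 SD, cut at about 9.5% in these data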;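 note: enzyme runs in reverse so mevalonate oxidation gives rising NADPH absorbance; 0% = complete reaction with DMSO and 100% = background rate lacking mevalonate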
Redox H2O2 prof: compounds producing H2O2 with reducing agent – biochemical, NIH compound library profiling, artefact control for MLSCN library redox annotation, primary screen; AID 878; DTT-dependent redox cycling H2O2, phenol red/HRP absorbance; 100% = 100 µM peroxide control, 0% = buffer; actives 0.03% (n = 200,000); activation, % at 10 µM;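 active = activation of at least 50% relative to the plate's high and low controls in the primary single-dose screen; inactive = activation below 50%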;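 note: compound incubated with DTT at 0.8 mM final as the reducing agent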
bIAP inh: intestinal alkaline phosphatase (bovine) inhibition | 190,000 tested, under 10 active | purified bovine IAP, CDP-star luminescence, 30 min | inhibition, % at 20 µM | AID 1019;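 active = over 50% inhibition of intestinal alkaline phosphatase at 20 µM in the single-dose screen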
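Assay system – bovine IAP enzyme · Quantity – bovine IAP at 1/65,000,000 final dilution · Detection – CDP-star luminescence signal · Times – 30 min reaction at room temperature · Also added – CDP-star substrate at 30 µM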
Lmaj promast: reduces viability of Leishmania major promastigotes; resazurin fluorescence viability; inhibition, % at 10 µM; actives 9% (n = 200,000); in the data active = inhibition above about 50%;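 note: promastigotes grown with compound for 44 hours at 28 °C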
TR-FRET SRC-2 ct: flags TR-FRET format artefacts in PPARgamma SRC-2 recruitment agonist screen; actives 0.4% (n = 200,000); AID 1049; TR-FRET ratio at 8 µM; TR-FRET artefact counter-screen; active compounds read high; in the data active = TR-FRET ratio above about 2000; note: inactives centre near 1500; reference of the scale not given here
PPARg SRC3 recr: agonists of human PPARgamma SRC-3 coactivator recruitment; biochemical PPARgamma/SRC-3 coactivator recruitment assay; activation, % at 8 µM; actives 0.26% (n = 200,000); AID 731; in the data active = activation above about 23%;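 note: 0% = DMSO and 100% = reference agonist; some compounds past the cut are filed as inactive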
S1P3 antag: S1P3 (human) receptor antagonism; CHO S1P3 NFAT-BLA reporter, FRET fluorescence, antagonist mode; inhibition, % at 4.98 µM; actives 0.27% (n = 170,000); AID 485;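 active = inhibition above the plate cutoff, the mean inhibition of test wells on that plate plus 3 SD, cut at about 28% in these data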;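 note: cells challenged with S1P at its EC80 of 0.8 µM; blue over green emission ratio from cleaved BLA substrate after 4 h stimulation; 0% = S1P-stimulated wells and 100% = unstimulated DMSO-only wells; some compounds past the cut are filed as inactive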
Target sequence (Q99500 whole entry, looked up): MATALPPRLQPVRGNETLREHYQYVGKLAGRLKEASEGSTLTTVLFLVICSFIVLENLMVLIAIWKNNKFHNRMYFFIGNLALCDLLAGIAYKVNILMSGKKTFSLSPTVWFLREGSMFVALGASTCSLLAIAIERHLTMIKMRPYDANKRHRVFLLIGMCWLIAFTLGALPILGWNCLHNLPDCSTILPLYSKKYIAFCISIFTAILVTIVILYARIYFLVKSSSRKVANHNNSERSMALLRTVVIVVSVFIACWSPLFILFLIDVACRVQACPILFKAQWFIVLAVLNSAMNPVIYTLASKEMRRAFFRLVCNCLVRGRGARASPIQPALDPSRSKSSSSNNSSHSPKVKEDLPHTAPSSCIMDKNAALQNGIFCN
RAM inhibit: yeast RAM network inhibition. AID 868. inhibition, % at 50 µM. actives 1.8% (n = 190,000). S. cerevisiae dse1pr::URA3 reporter, 5-FOA growth OD615, 2 d; analog-sensitive cbk1-as2 kinase mutant strain;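 active = inhibition above a set limit, 3 SD over mean compound inhibition, cut at about 8.4% in these data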;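 note: 0% = DMSO-only wells with no growth and 100% = 10 µM 1-NA-PP1 full growth; inhibition rescues growth on 5-FOA so higher OD means more RAM inhibition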
Numbers without * were called inactive; . = no result given.

SMILES	ROMK mod	PPARg SRC2 recr	PPARg SRC-1 ag	HMGR II inh	Redox H2O2 prof	bIAP inh	Lmaj promast	TR-FRET SRC-2 ct	PPARg SRC3 recr	S1P3 antag	RAM inhibit
CCN1CCC(=NNC(=O)c2ccco2)CC1	1	-1	5	-2	-0.1	-3	-2	1527	10	.	1.1
O=[N+]([O-])c1cccc(/C=C/c2nc3ccc([N+](=O)[O-])cc3[nH]2)c1	-5.2*	-5	-3	2	-3.7	19	55*	1510	-9	.	1.8
CCOc1cc(C(=O)CCC(=O)OCC(=O)Nc2ccc(C)c(S(=O)(=O)N(C)C)c2)ccc1O	0.044	7	14	-5	0.1	-36	-4	1370	2	5	4.4
CCOC(=O)CCSc1nnc(-c2cccnc2)n1-c1ccccc1OC	0.4	-1	5	-4	0.3	-8	17	1530	7	-3	1.9
Cc1occc1C(=O)Nc1cc(=O)n(C)c(=O)n1C	-0.09	-5	-5	-3	3.0	7	-3	1475	4	-19	0.1
COc1ccc(N(C)C(=O)CC2(CC(=O)O)CCCCC2)cc1	.	10	6	-2	-0.4	0	-8	1681	2	-5	1.3
N#Cc1cc2c(nc1SCC(=O)Nc1sc3c(c1C#N)CCC3)CCCCC2	-0.023	5	0	0	2.8	11	-7	1522	0	8	4.6
Cc1ccccc1-c1ccc(C(=O)Nc2cccc(F)c2)o1	0.026	4	1	-6	0.5	-246	4	1494	0	-6	6.1
Cc1cc(OCCN2CC(C)OC(C)C2)ccc1[N+](=O)[O-] (stereo not drawn)	0.1	0	0	4	0.1	9	76*	1673	1	.	1.9
CC(=O)N1CCc2cc(S(=O)(=O)NCCN3CCC(C)CC3)ccc21	-0.09	5	-2	-6	0.0	-10	58*	1557	9	.	-0.7
COc1ccc(OCC(O)CNC(=O)c2ccccc2C(=O)O)cc1 (stereo not drawn)	0.81	-3	3	-5	0.3	10	-5	1592	4	-5	2.3
CN(C)c1nc(N)nc(CSc2nnnn2-c2ccc(F)cc2)n1	-0.24	6	4	-7	0.1	14	-3	1536	3	.	-0.7
COC(=O)c1ccc(Sc2ccccc2NS(=O)(=O)c2ccc(OC)cc2)nc1	.	3	3	-2	-1.5	7	-1	1611	0	.	1.9
CC(C)(C)P(=O)(CO)c1ccccc1 (stereo not drawn)	.	-7	3	-3	3.2	6	12	1360	-10	-100	0.7
O=C(CNC(=O)COc1ccccc1)NCc1ccccc1F	.	-5	-4	2	0.3	20	-7	1694	-1	-12	1.3
Cc1ccc(N/C(CSC(N)=O)=N\S(=O)(=O)c2ccc(C)cc2)cc1	-0.59	-4	-1	5	0.0	7	-2	1434	-18	.	1.7
Cn1c(CNC(=O)c2ccco2)nnc1SCC(=O)N1c2ccccc2Sc2ccccc21	0.91	-2	-5	2	-1.1	-5	-2	1613	-4	7	0.7
COc1ccc(S(=O)(=O)N(C)CC(=O)N2CCN(C)CC2)cc1C	.	9	1	-1	3.5	10	25	1554	10	18	0.7
CN(C)c1cccc(NC(=O)CCc2ccccc2)c1	0.19	10	9	-4	0.7	13	4	1523	0	-11	-0.6
COCC(=O)Nc1ccc(Br)c(C)c1	0.79	0	3	-1	0.0	6	-11	1610	-1	6	0.6
COc1ccccc1N1CCN(C(=O)CCCn2nc(C)c([N+](=O)[O-])c2C)CC1	.	-1	0	-7	-0.4	-8	0	1596	1	2	-1.3
Cc1cc(C)nc(SCc2nnc(SCC(=O)Nc3nccs3)n2Cc2ccco2)n1	.	2	4	-2	0.9	7	-1	1644	-8	-49	0.8
Cc1cccc(N(C(=O)c2csnn2)C(C(=O)NC(C)(C)C)c2cccs2)c1 (stereo not drawn)	.	0	-16	-1	2.1	-3	-1	1606	-3	.	0.7
COC(=O)c1cc(COC(=O)c2nc3nccc(C)n3n2)oc1C	.	5	-8	0	-0.2	-27	-10	1459	0	3	0.2
CC(C)N(Cc1cn(C)nc1-c1cccc(Cl)c1)Cc1nccn1C	1.1	0	4	-6	12	0	2	1695	-2	-1	0.7
Cc1c(Cl)cccc1NC(=O)CN1CCC(NC(=O)C2CCCCC2)CC1	.	-2	-5	-5	-3.2	0	-4	1603	-7	.	-0.7
CCn1nnnc1-c1ccc(OC)c(S(=O)(=O)NCCc2ccccc2)c1	-0.088	-10	-6	-2	0.3	-8	-5	1194	-4	12	0.5
Cc1ccccc1C(=O)NC(NC(=S)Nc1ccc(S(N)(=O)=O)cc1)C(Cl)(Cl)Cl (stereo not drawn)	-1	-2	-6	0	1.3	-75	-3	1581	-2	5	1.8
CN(CC(=O)Nc1ccc(Cl)cc1)CC(=O)Nc1ccc(C(N)=O)cc1	0.51	0	9	-3	-0.2	0	1	1672	-2	7	1.3
CC(C(N)=O)N1C(=O)c2cccc3cccc1c23 (stereo not drawn)	-0.33	-3	1	-4	0.1	12	0	1537	0	.	0.5

Look-ups from the entries so far:
COc1ccc(OCC(O)CNC(=O)c2ccccc2C(=O)O)cc1 (stereo not drawn) in ROMK mod is entered as 0.81
Cc1occc1C(=O)Nc1cc(=O)n(C)c(=O)n1C in RAM inhibit is entered as 0.1
O=C(CNC(=O)COc1ccccc1)NCc1ccccc1F in HMGR II inh is entered as 2

Further records follow.
SMILES	ROMK mod	PPARg SRC2 recr	PPARg SRC-1 ag	HMGR II inh	Redox H2O2 prof	bIAP inh	Lmaj promast	TR-FRET SRC-2 ct	PPARg SRC3 recr	S1P3 antag	RAM inhibit
COCCn1nnnc1CN(CCc1ccccc1)Cc1cc2ccc(C)cc2[nH]c1=O	.	-3	-2	3	-0.7	-1	100*	1513	-6	-33	-0.1
Cc1ccc(-n2c(C)cc(/C=N/Nc3ccc([N+](=O)[O-])cn3)c2C)cc1	.	6	0	-6	-7.2	23	0	1681	7	.	2.7
COc1ccc2[nH]c3c(c2c1)CCNC3C1CC=C(C)CC1 (stereo not drawn)	-0.56	6	-3	4	-0.8	2	6	1418	3	0	1.7
Cc1ccc(C(=O)Nc2nccc(-c3cccs3)n2)cc1	.	6	1	-5	-8.9	10	11	1632	1	.	-1.9
CC1CCN(C(C(=O)Nc2ccc(C(C)C)cc2)c2ccc3c(c2)OCO3)CC1 (stereo not drawn)	.	5	-6	-1	0.4	-82	31	1443	-4	.	-1.3
Cc1cccc(OCc2nc(C)cc(=O)[nH]2)c1	-0.65	15	6	0	1.1	13	-5	1514	-1	.	0.7
CC(=O)c1ccc(Oc2nc(-c3cccnc3)nc3ccccc23)cc1	-1.5	4	1	-3	0.1	-6	0	1571	2	-5	0.8
O=C(c1ccccc1-c1nc2ccccc2[nH]1)N1CCCCC1	.	3	-10	0	1.3	-4	-3	1365	-4	-8	3.5
C=CCC(NCc1ccco1)c1ccc(OC)c(OC)c1 (stereo not drawn)	.	7	-1	-2	-18	6	3	1617	2	.	0.7
CC(=O)Cc1nsc(NC(=O)c2ccc(-c3cccc(Cl)c3)o2)n1	4.3*	5	2	-5	4.6	-3	-3	1508	2	-12	3.8
Cc1ccc(Cl)cc1NC(=O)Cn1cc2c(n1)CCCC2	.	-1	6	2	-1.1	6	-8	1557	2	-4	1.2
Cc1ccc(N=Cc2c(O)n(C)c(=O)n(C)c2=O)nc1	.	-1	2	-1	0.8	0	37	1496	-10	.	0.5
CNC(=O)C1CC(=O)N(CCCc2ccccc2)C(=Nc2ccccc2)S1 (stereo not drawn)	-0.51	4	2	-2	0.1	-5	55*	1609	4	.	9.0*
Cc1ccc(Cl)cc1-n1c(=O)cc(N2CCN(C(=O)c3ccco3)CC2)[nH]c1=O	0.12	7	0	-2	1.1	0	-8	1448	11	.	1.4
Cn1cccc1-c1nc2ccc(NC(=O)c3ccccc3)cc2[nH]1	-0.47	26*	1	6	1.4	15	1	1614	7	18	0.9
C=C(C)CNC(=S)N/N=C/C1=CCC2CC1C2(C)C (stereo not drawn)	.	0	4	-2	0.7	-1	100*	1588	-4	-8	7.3
Cc1sc2c(c1C)C(=O)NC(c1cccc(O)c1)N2 (stereo not drawn)	.	1	0	-3	-0.2	7	-1	1462	-9	0	-0.3
CC1CCCN(C(=O)c2ccccc2OC2CCN(S(C)(=O)=O)CC2)C1 (stereo not drawn)	0.0034	-5	4	-7	-0.9	5	4	1396	-4	-1	0.0
c1ccc2c(c1)NC1(CCCCCC1)n1c-2nc2ccccc21	-0.75	12	-6	-13	-0.1	30	28	1607	2	.	0.8
CC(C)(C)N(C=C(Cl)Cl)C(=O)NC1CCCCC1	.	-3	-9	-12	2.0	5	-3	1375	-6	8	0.8
Clc1nc2ccccc2cc1-c1nnn(-c2ccccc2)n1	.	9	-7	-5	0.1	-3	-1	1517	7	9	4.8
CCOc1cc(/C=N/NC(=O)c2ccc(CSc3nncn3C)cc2)ccc1OCC(=O)N1CCOCC1	-0.27	0	-2	0	0.0	5	-2	1515	-2	-9	1.4
C=CCn1c(C)cc(C(=O)COC(=O)c2ccc(N)c([N+](=O)[O-])c2)c1C	0.0079	2	4	-2	-0.2	13	-3	1580	2	5	3.8
CSCCC(NC(=O)C1CCC(C)CC1)C(=O)O (stereo not drawn)	.	11	5	-3	-0.9	1	47	1601	-2	-12	-1.6
CC(C)(C)C(=O)N1CCC(O)(CS(=O)(=O)Cc2ccc(Cl)cc2)CC1	.	2	8	-5	-3.6	-12	-4	1467	3	.	2.9
CCOC(=O)CSc1ncnc2c1c(-c1ccccc1)cn2-c1ccc(OC)cc1	.	8	5	0	1.2	28	8	1454	1	-8	0.0
CCC(=O)Nc1ccccc1N1CCN(S(C)(=O)=O)CC1	.	5	-2	-12	0.6	0	0	1758	-4	11	1.7
CC(C)CC(c1nnnn1C(C)C)N1CCN(c2ccccc2)CC1 (stereo not drawn)	.	-15	9	-7	1.8	2	-3	1539	8	.	0.5
Cc1nc2ccccn2c1C(=O)N/N=C/c1cc(C)n(-c2ccc(Br)cc2)c1C	-3.6	2	-3	0	0.9	-7	12	1534	1	.	-1.2
O=C(C1CCN(S(=O)(=O)N2CCOCC2)CC1)N1CCN(Cc2ccccc2)CC1	0.089	7	2	-6	-5.2	-1	-1	1390	10	6	0.8
CCO[C@@H]1OC(C(=O)NC2CC2)=C[C@H](c2ccccc2)[C@H]1CCCO	.	4	6	1	-1.2	-2	-5	1401	0	-12	1.0
C=CCc1c(C)nc(SCc2nc3ccccc3c(=O)[nH]2)[nH]c1=O	0.26	0	2	1	0.4	-9	-10	1441	-5	0	-1.0
COc1ccc(NC(=O)c2cccc(NC(=O)c3ccco3)c2)c(OC)c1	.	2	-3	1	1.4	4	99*	1682	10	3	1.3
O=C(CCc1nnc(C2CCCCC2)o1)NCc1ccc(F)c(F)c1	-0.33	4	6	0	-0.9	-3	-6	1523	5	-14	1.0
